# EBNA-1 inhibitor – blocks EBNA-1 binding to DNA; EBNA-1 DNA binding, fluorescence polarization; inhibition, % at 14.8 µM; 300,000 compounds, 0.34% hits; AID 1950; in the data active = inhibition above about 28%
# ZTA counter – counter-screen for EBNA-1 inhibitors: inhibitors of Epstein-Barr virus ZTA; P03206; ZTA-DNA binding, fluorescence polarization; inhibition, % at 11 µM; 320,000 compounds, 0.15% hits; AID 2234; in the data active = inhibition above about 33%
# MEP2 TOR yeast – modulators of TOR pathway MEP2-GFP in S. cerevisiae; S. cerevisiae MEP2-GFP strain, flow cytometry GFP, 3 h; 100% = DMSO control level; GFP response vs DMSO, % at 10 µM; 330,000 compounds, 0.51% hits; AID 2016;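 active = GFP response versus DMSO above a set limit, roughly screen mean plus 3 SD, cut at about 180% in these data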;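 also: median GFP fluorescence of the barcode-gated MEP2-GFP cells per well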
# RPL19A-GFP yeast – yeast TOR pathway RPL19A-GFP modulation. S. cerevisiae RPL19A-GFP strain, flow cytometry, 3 h; active compounds read low. percent response vs DMSO, % at 10 µM. 330,000 compounds, 0.3% hits;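 active = percent response vs DMSO below 50%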;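 also: median channel GFP fluorescence of the barcoded RPL19A-GFP strain; ratio of sample median GFP to plate DMSO average so 100% = DMSO; lower means less RPL19A-GFP as with rapamycin TOR inhibition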
# procasp7 counter – counter-screen for procaspase-3 activators: activators of human procaspase-7 | P55210 | recombinant procaspase-7, Ac-DEVD-pNA absorbance 405 nm; D23A/D198A/D206A triple mutant, cannot self-cleave; scale: DMSO 0, 5 µM enzyme 100 | activation, % at 8.5 µM | 330,000 compounds, 0.093% hits | AID 463210;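 active = percent activation above the screen-wide mean plus 3 SD, cut at about 25% in these data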
#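 signal = Epi-absorbance of released pNA at 405 nm, two timepoints | assay system = Uncleavable procaspase-7 mutant enzyme | reagent = Ac-DEVD-pNA substrate, 400 µM as added | times = 1 h enzyme–compound preincubation and 2 h substrate reaction, both 25 °C | benchmarks = low DMSO alone, high DMSO plus 5 µM PC-7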
# proCasp3 act – activates human procaspase-3; recombinant procaspase-3 D3A, Ac-DEVD-pNA absorbance 405 nm; activation, % at 8.5 µM; 330,000 compounds, 0.11% hits; P42574;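 active = activation above the mean of all tested compounds plus 3 SD, cut at about 21% in these data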;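 also: 0% = DMSO alone and 100% = DMSO wells spiked with extra 5 µM PC-3 D3A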
#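 Test system: Procaspase-3 D3A mutant, all three cleavage aspartates alanine | Dosing: Single dose, 8.5 µM nominal compound, 0.8% DMSO | Schedule: 1 h preincubation, 2 h reaction | Technique: 405 nm absorbance of p-nitroaniline, reads at 0 and 120 min | Repeats: One well per compound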
# AHR activator – activates the human aryl hydrocarbon receptor; AHR-responsive luciferase reporter cells, luminescence; activation, % at 5 µM; 320,000 compounds, 2.5% hits; in the data active = activation above about 47%;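 also: 0% = vehicle wells and 100% = reference agonist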
# LAP4-GFP MLPCN – modulators of TOR pathway LAP4-GFP in S. cerevisiae. S. cerevisiae LAP4-GFP multiplex, flow cytometry GFP, 3 h; median GFP as percent of DMSO wells. GFP response vs DMSO, % at 10 µM. 320,000 compounds, 0.34% hits;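 active = GFP response vs DMSO above a set limit, about the screen mean plus 3 SD, cut at about 150% in these data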
# An asterisk follows results filed as active; x = no result given.
# Results follow in this order: EBNA-1 inhibitor, ZTA counter, MEP2 TOR yeast, RPL19A-GFP yeast, procasp7 counter, proCasp3 act, AHR activator, LAP4-GFP MLPCN
1) CC(=O)c1cccc(NC(=O)CN2C(=O)COc3ccc(S(=O)(=O)N4CCOCC4)cc32)c1
  -8, -13, 102, 103, -8, 7, 2, 110
2) CCN(CC)c1ccc(NC(=O)COC(=O)CCC(=O)c2cccs2)cc1
  x, 5, 96, 93, 2, -3, 3, 95
3) CN(C)CC(O)COc1cccc(OCC(O)CN(C)C)c1 (stereo not given)
  11, 15, 105, 104, 14, 3, 0, 104
4) Cc1cc(OC(C)C(=O)NCCCN2CCOCC2)c2c(C)cc(=O)oc2c1 (stereo not given)
  7, 5, 106, 101, 4, 1, 0, 102
5) c1ccc(CNCc2ccc3c(c2)OCO3)nc1
  1, -6, 96, 96, -4, -9, 5, 101
6) O=C(Nc1cccnc1Cl)c1ccc(Cl)c([N+](=O)[O-])c1
  -3, -3, 102, 102, -4, 0, -3, 99
7) COc1ccc(C(=O)NC(=S)Nc2ccc3oc(=O)ccc3c2)cc1OC
  -2, -10, 108, 105, -4, 0, -2, 101
8) COc1ccc2nc(C3CCCCC3)nc(C3CCCCC3)c2c1
  -1, 0, 92, 103, -7, 10, -2, 143
9) O=C(CCNC(=O)C1CCN(S(=O)(=O)c2ccc(F)cc2)CC1)NCCc1cccc(F)c1
  8, -3, 107, 104, 7, -4, 4, 99
10) O=C(N/C=C\c1ccccc1)NCc1ccc(Cl)cc1
  8, 13, 104, 98, -2, -6, -3, 103
11) OC(CNCC1CCCO1)Cn1c2ccc(Br)cc2c2cc(Br)ccc21 (stereo not given)
  -2, 14, 104, 98, 2, 1, 2, 102
12) CC1CCCCN1CCCNC(=O)c1ccc(Br)cc1 (stereo not given)
  0, -11, 102, 103, 1, 3, 0, 98
13) CC[C@@]1(C(=O)OC)N[C@H](CN(C)C(=O)c2ccc(C)cc2)[C@@H]2C(=O)N(C)C(=O)[C@@H]21
  x, x, 101, 106, 2, 3, -1, 106
14) CCCOc1ccccc1C1CC(=O)Nc2cc3c(cc21)OCCO3 (stereo not given)
  -9, 17, 103, 99, 13, 6, 21, 98
15) O=C(NC1CCCCC1)n1c(=O)oc2ccc(Cl)cc21
  8, 9, 104, 102, 9, 5, 7, 102
16) Cc1cccc(C)c1N1CCN(S(=O)(=O)N2CCCCC2)CC1
  -19, -25, 97, 97, 1, 0, -1, 110
17) Cc1cccc(C(=O)OC(C)C(=O)Nc2ccc(S(=O)(=O)Nc3ncccn3)cc2)c1C (stereo not given)
  x, -11, 124, 105, -5, 1, 0, 109
18) Cc1cc(-c2ccccc2)n2nc(C)c(C#N)c2n1
  -11, 10, 93, 98, 5, 6, 21, 99
19) COc1ccc(OC)c(-c2csc(NC(=O)Cc3ccccc3OC)n2)c1
  15, 11, 103, 102, 1, 0, -5, 109
20) CCOC(=O)N/N=C\c1ccc(-c2cccc(C(F)(F)F)c2)o1
  -5, -3, 104, 101, 7, -5, -5, 104
21) CCC(Oc1cc(Cl)ccc1Cl)C(=O)NNC(=O)CCC(=O)O (stereo not given)
  3, 3, 99, 104, 8, 4, 0, 98

# Reprinted from above for reference:
# Results follow in this order: EBNA-1 inhibitor, ZTA counter, MEP2 TOR yeast, RPL19A-GFP yeast, procasp7 counter, proCasp3 act, AHR activator, LAP4-GFP MLPCN
2) CCN(CC)c1ccc(NC(=O)COC(=O)CCC(=O)c2cccs2)cc1
  x, 5, 96, 93, 2, -3, 3, 95
3) CN(C)CC(O)COc1cccc(OCC(O)CN(C)C)c1 (stereo not given)
  11, 15, 105, 104, 14, 3, 0, 104
4) Cc1cc(OC(C)C(=O)NCCCN2CCOCC2)c2c(C)cc(=O)oc2c1 (stereo not given)
  7, 5, 106, 101, 4, 1, 0, 102
5) c1ccc(CNCc2ccc3c(c2)OCO3)nc1
  1, -6, 96, 96, -4, -9, 5, 101
6) O=C(Nc1cccnc1Cl)c1ccc(Cl)c([N+](=O)[O-])c1
  -3, -3, 102, 102, -4, 0, -3, 99
7) COc1ccc(C(=O)NC(=S)Nc2ccc3oc(=O)ccc3c2)cc1OC
  -2, -10, 108, 105, -4, 0, -2, 101
8) COc1ccc2nc(C3CCCCC3)nc(C3CCCCC3)c2c1
  -1, 0, 92, 103, -7, 10, -2, 143
9) O=C(CCNC(=O)C1CCN(S(=O)(=O)c2ccc(F)cc2)CC1)NCCc1cccc(F)c1
  8, -3, 107, 104, 7, -4, 4, 99
10) O=C(N/C=C\c1ccccc1)NCc1ccc(Cl)cc1
  8, 13, 104, 98, -2, -6, -3, 103
11) OC(CNCC1CCCO1)Cn1c2ccc(Br)cc2c2cc(Br)ccc21 (stereo not given)
  -2, 14, 104, 98, 2, 1, 2, 102
12) CC1CCCCN1CCCNC(=O)c1ccc(Br)cc1 (stereo not given)
  0, -11, 102, 103, 1, 3, 0, 98
13) CC[C@@]1(C(=O)OC)N[C@H](CN(C)C(=O)c2ccc(C)cc2)[C@@H]2C(=O)N(C)C(=O)[C@@H]21
  x, x, 101, 106, 2, 3, -1, 106
